Cav3 T inh: inhibitors of human Cav3.2 T-type calcium channel; Cav3.2-expressing cells, Fluo-4 calcium fluorescence FDSS; hits give low values; 100,000 compounds, 4% hits; B-score at 10 µM; O95180;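 active = single-dose well whose peak fluorescence ratio is a statistical outlier from its plate by either plate-standardised score or position-corrected B-score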
* marks the source's active call; other numbers are inactive results.

Cav3 T inh,Structure
-2.75,C=CCOc1ccc(C2N3CC4(CC)CN2CC(CC)(C3)C4=O)cc1 (stereo not given)
-0.0628,CCOc1ccc(-c2cn(CCC#N)cn2)cc1
1.07,CCOC(=O)c1c2n(c3ccc(OC(C)=O)cc13)CCC2
0.0806,O=C(NCCc1ccc2c(c1)OCO2)C1CCN(S(=O)(=O)c2ccc(Cl)cc2)CC1
0.104,CCCN(CCC)Cc1c(C(=O)OCC)nnn1-c1nonc1N
0.262,O=C(CCCCCn1c(=S)[nH]c2ccccc2c1=O)N1CCOCC1
0.00323,O=C(Nc1ccc2ccccc2c1)c1cnccn1
0.513,NC(=O)c1nc(N2CCOCC2)nc(N2CCOCC2)n1
-0.191,COc1ccc2cc3cc(C(=O)NCCCN4CCOCC4)oc3nc2c1
-2.17,O=C(c1ccco1)N(CCCN1CCOCC1)c1nc(-c2ccc(F)cc2)cs1
0.0998,c1cnc2c(OCc3cn4cccnc4n3)cccc2c1
-0.109,COc1ccc(-c2cc(C(=O)NC(C)C)no2)cc1
0.193,COc1ccccc1-n1cnc(N)c1C(=O)c1ccccc1
-0.219,CCOC(=O)c1cc(C#N)c(NCc2ccccc2)nc1C
0.725,CCc1ccc(N(C)S(=O)(=O)c2ccc3[nH]cc(C(=O)NCCN4CCOCC4)c(=O)c3c2)cc1
1.05,Cc1ncc(S(=O)(=O)c2ccccc2)c(-c2ccccc2)n1
-3.33,Cc1ccc(NC(=O)c2cc(S(=O)(=O)N3CCCCC3)ccc2N2CCOCC2)cc1F
0.498,CCN1C(=O)c2cccc3c(NC(=O)c4ccc(S(=O)(=O)N(C)C)cc4)ccc1c23
0.26,C#CCOCCOCCOCCNc1nc(N2CCN(C(=O)C([C@@H](C)CC)n3cc(C(N)COC(=O)C(F)(F)F)nn3)CC2)nc(N2CCN(C(=O)[C@H](CCCCN)n3cc(C(N)[C@H](C)CC)nn3)CC2)n1 (stereo not given in full)
-3.56,C=CCn1c(NCc2c[nH]c3ccccc23)nc2ccccc21
-1.58,CCOc1ccc(CN(C(=O)c2oc3cc(C)ccc3c2C)C2CCS(=O)(=O)C2)cc1 (stereo not given)
0.168,CCOC(=O)/C(N=O)=C(\O)C1CCN(C(=O)OCC)CC1
-0.0405,Nc1c(C(O)(C(F)(F)F)C(F)(F)F)cc(C(O)(C(F)(F)F)C(F)(F)F)c2ccccc12
-0.35,CCOC(=O)c1[nH]c(C)c(C(=O)NCc2ccc(Cl)cc2)c1C
-0.134,Clc1ccc(-c2nnsc2SCc2ccccc2)cc1
0.326,CN1CC(=O)N(C)c2ncn(Cc3ccccc3)c2C1=O
-0.839,COc1cc(C(=O)NCCc2ccc3c(c2)OCCO3)ccc1OCC(=O)N1CCOCC1
-0.46,O=C(COc1ccccc1)Nc1ccc(S(=O)(=O)N2CCOCC2)cc1
1.03,O=C(Cc1ccc(F)cc1)N(c1ccccc1)C1C=CS(=O)(=O)C1 (stereo not given)
-3.8,CCC(C)n1c(-c2cccs2)nc2nc3ccccc3nc21 (stereo not given)
-4.61,O=C(Cn1ncc2c1-c1ccccc1OC2)Nc1ccc(S(=O)(=O)N2CCCCC2)cc1
-0.0249,O=C(Cn1cnc2c(cnn2-c2ccc(F)cc2)c1=O)NCCc1ccccc1
-0.0837,Cc1ccnc(NC(=O)c2ccccc2[N+](=O)[O-])c1
-2.67,O=C1CC(c2ccco2)Cc2nc(N3CCN(Cc4ccc5c(c4)OCO5)CC3)ncc21 (stereo not given)
-1.32,CC#CCN1c2ccccc2[C@]23C[C@@H](C(=O)OC)N(C(=O)c4ccco4)C2=NC(C(=O)OC)=C(C(=O)OC)[C@H]13
-0.777,CCS(=O)(=O)C(=C1NCCO1)S(=O)(=O)CC
-0.0153,CC(C(=O)NC(=O)NCc1ccccc1)N1C(=O)c2ccccc2C1=O (stereo not given)
-0.329,COc1ccc(S(=O)(=O)N2CCN(C)CC2)cc1C
0.0472,C=CCOn1c(C)c(C(C)=O)c2c3nonc3ccc21
-0.785,Cn1cc(Br)c(C(=O)N2CCN(c3cccc(Cl)c3)CC2)n1
-1.84,COc1ccc(N2CCN(CCCNS(=O)(=O)c3c(C)noc3/C=C/N(C)C)CC2)cc1
-1.85,Cc1ccc(-c2cccc(C(=O)NCc3ccccc3)n2)c2ccccc12
-3.54*,COC(=O)c1cc(=O)n(CCc2ccccc2F)c(=Nc2ccc(F)c(Cl)c2)s1
0.154,O=C(CCC(=O)c1ccc(Cl)cc1)OCC(=O)c1ccccc1
0.974,O=C(CSc1nc(-c2ccco2)cc(C(F)(F)F)n1)Nc1ccc(C(=O)N2CCOCC2)cc1
1.17,COc1cccc(CN2C(=O)Nc3ccccc3C(=O)N2C(C)(C)C)c1
0.26,Cc1cc(OCc2ccc(C(=O)n3cccn3)o2)ccc1Cl
0.383,CC1=C(C(=O)Nc2ccc(Cl)cc2)C(c2ccco2)NC(=O)N1 (stereo not given)

Reformatted bar-delimited: entries from further up
Molecule | Cav3 T inh
Cc1ncc(S(=O)(=O)c2ccccc2)c(-c2ccccc2)n1 | 1.05
Cc1ccc(NC(=O)c2cc(S(=O)(=O)N3CCCCC3)ccc2N2CCOCC2)cc1F | -3.33
CCN1C(=O)c2cccc3c(NC(=O)c4ccc(S(=O)(=O)N(C)C)cc4)ccc1c23 | 0.498
C#CCOCCOCCOCCNc1nc(N2CCN(C(=O)C([C@@H](C)CC)n3cc(C(N)COC(=O)C(F)(F)F)nn3)CC2)nc(N2CCN(C(=O)[C@H](CCCCN)n3cc(C(N)[C@H](C)CC)nn3)CC2)n1 (stereo not given in full) | 0.26
C=CCn1c(NCc2c[nH]c3ccccc23)nc2ccccc21 | -3.56
CCOc1ccc(CN(C(=O)c2oc3cc(C)ccc3c2C)C2CCS(=O)(=O)C2)cc1 (stereo not given) | -1.58

(further entries)
Cav3 T inh,Structure
0.566,CNC(=O)Oc1ccc2c(c1)[C@]1(C)CCN(C)[C@@H]1N2C
0.682,O=C(Cn1c(CN2CCCCC2)nc2ccccc2c1=O)Nc1ccccc1
0.42,O=C(NC1(C(F)(F)F)NC(=O)N(Cc2cccnc2)C1=O)c1ccncc1 (stereo not given)
-0.338,Cc1cc(C)c(C#N)c(Nc2ccccc2)n1
-0.0113,Cc1ccccc1NC(=O)Cn1c(C)nc2ccc(N)cc2c1=O
0.576,CC(=O)N1CCN(C(=O)CSc2nc3c(cnn3-c3ccccc3)c(=O)[nH]2)CC1
-0.116,COc1ccccc1NC(=O)c1ccc(NS(C)(=O)=O)cc1
0.467,Cn1nnnc1SCC(=O)Nc1cc(C(=O)O)cc(C(=O)O)c1
-0.797,CCOc1ccc2[nH]cc(C(=O)N3CCN(CC)CC3)c(=O)c2c1
0.86,COc1ccc(-c2noc(CSc3nnc(-c4ccccc4)n3C)n2)cc1
-2.35,CCCN(CC1CC1)C(=O)COC(=O)c1[nH]c(C)c(C(=O)OCC)c1C
0.361,CCNC(=O)C1CC(=O)N(c2ccc(OCC)cc2)C1 (stereo not given)

Next section, starting with the last two of the part before.
Cav3 T inh,Structure
-2.35,CCCN(CC1CC1)C(=O)COC(=O)c1[nH]c(C)c(C(=O)OCC)c1C
0.361,CCNC(=O)C1CC(=O)N(c2ccc(OCC)cc2)C1 (stereo not given)
0.0889,O=C(c1ccc(Cl)cc1)c1ccccc1C(=O)N1CCOCC1
-0.849,CCN(CC)CCn1c(NC(=O)c2ccc(Cl)cc2)nc2ccccc21
-0.416,Cc1ccc(Nc2nc3c(c(=O)[nH]2)CCCC3)cc1
0.277,COCOc1ccc(-c2cc(=O)c3c(O)cc(OCOC)cc3o2)cc1
-0.928,COc1cccc(N2[C@@H](CC(=O)O)c3cc(C(F)(F)F)ccc3S2(=O)=O)c1
-0.341,Cc1ccc(C)c(C(=O)CN2C(=O)c3ccccc3S2(=O)=O)c1
-0.103,c1ccc2c(c1)Cn1nnnc1-2
-2.11,Cc1ccc(-c2cc(C(=O)N3N=C(C(F)F)CC3(O)C(F)F)c3ccccc3n2)cc1C (stereo not given)
0.666,O=C(c1csc2ccccc12)N1CCCCCC1
0.0359,CCOC(=O)Cc1cc(=O)n2[nH]c(C)cc2n1
1.06,Oc1ccc(/C=N/Nc2nccnc2Cl)cc1
0.445,CCSc1nc(O)c(CC)c(=O)n1C(C)CC (stereo not given)

Reprinted at random: 2 entries already listed
Cav3 T inh,Structure
0.0359,CCOC(=O)Cc1cc(=O)n2[nH]c(C)cc2n1
0.26,C#CCOCCOCCOCCNc1nc(N2CCN(C(=O)C([C@@H](C)CC)n3cc(C(N)COC(=O)C(F)(F)F)nn3)CC2)nc(N2CCN(C(=O)[C@H](CCCCN)n3cc(C(N)[C@H](C)CC)nn3)CC2)n1 (stereo not given in full)

Continued.
Cav3 T inh,Structure
0.211,O=c1c2ccccc2c2ccccc2c(=O)n1Cc1cccnc1
-0.00785,COc1ccc(CNc2cc(C)nc3ncnn23)c(OC)c1
-0.187,CCc1nc(SCC(=O)Nc2sc(C)c(C)c2C(=O)OC)c2ccccc2n1
-7.76*,Cc1ccc(-c2cn(S(=O)(=O)c3cccc4nsnc34)nc2N)cc1
0.279,CC(C)CNC(=O)[C@H](Cc1ccccc1)NC(=O)c1ccco1
0.336,CC(C)C(=O)N1CCC(CN=CC2=C(O)CC(C)(C)CC2=O)CC1
0.424,Cc1cc2ncn(S(=O)(=O)N(C)C)c2cc1C
0.949,COc1ccc(/C=N/S(=O)(=O)c2cccs2)cc1
0.0652,COc1cccc(CNC(=O)CCNC(=O)Cn2ccc3ccccc3c2=O)c1
0.58,COc1ccc(N2C(=O)C3ON(C4SC(=S)N(C)C4(C)C)C(c4ccc([N+](=O)[O-])cc4)C3C2=O)cc1 (stereo not given)
-0.0815,CC1CCN(C(=O)c2ccc3c(c2)OCCO3)CC1
-0.224,CCn1nc(NC(=O)c2ccncc2)c2cc3cccc(C)c3nc21
1.55,NC(=O)CSc1nnc(-c2cccnc2)n1Cc1ccccc1
-2.2,Cc1cc(/C=C(/C#N)c2cccc(F)c2)c(C)n1-c1cccnc1
1.68,CC(=O)O[C@@H]1[C@H]2[C@@H](C[C@@H](C)[C@@H]3C=CC(=O)[C@@]13C)OC(=O)[C@@H]2C
-0.542,Cc1ccc(S(=O)(=O)N2CCCN(S(=O)(=O)c3ccc4ccccc4c3)CC2)cc1
-0.0157,O=C(CSc1n[nH]c(-c2ccncc2)n1)Nc1ccccn1
0.71,Cc1ccc(C)c(N(C(=O)Cn2nnc(-c3cccs3)n2)C(C(=O)NC2CCCC2)c2ccncc2)c1 (stereo not given)
0.24,Cn1c(CN2CCOCC2)nc2cc(NC(=O)c3ccc(F)cc3)ccc21
-0.00799,Cc1ccc(C(=O)Nc2ccc(O)cc2C(=O)O)cc1C
0.848,Cc1cc(-c2ccco2)n(CC(=O)O)n1
0.424,Cn1c(=O)[nH]c(=O)c2c1nc(N1CCCCCC1)n2Cc1cccc2ccccc12
0.667,C1CCCC(N2CCNCC2)CC1
1.53,COc1ccc(C(=O)N2CCC(n3c(C)nc4cc(F)ccc43)CC2)cc1OC
0.0446,O=C(CNC(=O)c1cc2ccccc2o1)NCc1cccs1
0.936,CCn1cc(C(=O)Nc2ccc(-n3cnnn3)c(OC)c2)c(=O)c2ccc(C)nc21
-0.323,Cc1cc(/C=c2/sc3nc4ccccc4n3c2=O)c(C)n1-c1ccccn1
0.119,Cc1ccc(C(=O)NC2CC(C)(C)NC(C)(C)C2)c(C)c1
-0.335,Cc1cc(NC(=O)CN2CCN(c3ncccn3)CC2)no1
2.23,COc1ccc(CCNC(=O)CCCn2c(SCC#N)nc3ccccc3c2=O)cc1OC
0.75,C/C(=N/N1CCN(c2ccccn2)CC1)c1ccc([N+](=O)[O-])cc1
-0.732,O=C(Nc1ccc(F)cc1F)c1cccnc1
0.0251,CCCCNC(=O)CSc1nc2ccccc2c(=O)n1CCNC(C)=O
-1.14,OCCCn1c(CCNc2nc(-c3ccc(F)cc3)cs2)nc2cc(C(F)(F)F)ccc21
-0.168,Cc1ccc(C(=O)N(NC2=NS(=O)(=O)c3ccccc32)S(=O)(=O)c2ccc(C)cc2)cc1
-0.418,COCCNS(=O)(=O)c1ccc(-c2ccc(C)cc2)cc1
1.45,Cc1cc(=O)c2c(C)nn(-c3ccccc3)c2[nH]1
-1.9,Cc1ccccc1C(=O)NC(=S)Nc1sc2c(c1C#N)CCCC2
0.711,O=C(NC1CCN(C(=O)N2c3ccccc3Sc3ccccc32)CC1)c1ccco1
0.738,OCCNc1nc(Nc2ccccc2O)nc(N2CCCC2)n1
2.08,CS(=O)(=O)N(CCc1ccccc1)CC(=O)N1CCN(Cc2ccc3c(c2)OCO3)CC1
-9.56*,O=P(CCCCCCCCCP(=O)(c1ccccc1)c1ccccc1)(c1ccccc1)c1ccccc1
0.863,C=CCn1c(N)cc(=O)nc1SCC(=O)Nc1ccccc1
0.632,Cc1ccc(S(=O)(=O)NCCCCCC(=O)NC(C)(C)CO)cc1
0.641,CCOC(=O)c1sc(Nc2nc3c(OC)cccc3s2)nc1C
-2,Cc1ccc(C(=O)N2c3ccccc3N(Cc3ccccc3)C(=O)C2(C)C)cc1
0.839,COc1cc2ncnc(NCc3ccccc3C)c2cc1OC
0.633,O=C1CC(c2ccc(F)c(Br)c2)C2=C(CCCC2=O)N1 (stereo not given)
-5.01*,Cc1cc(NC(=O)CSc2nnc(-c3ccc(Br)o3)n2Cc2ccccc2)no1
-0.429,Clc1cccc(-c2ccc(/C=N/n3cnnc3)o2)c1Cl
0.0482,C#CCOCCOCCOCCNc1nc(N2CCN(C(=O)[C@H]([C@@H](C)CC)n3cc([C@@H](N)CC(C)C)nn3)CC2)nc(N2CCN(C(=O)[C@H](Cc3ccc(O)cc3)n3cc([C@@H](N)C(C)CC)nn3)CC2)n1 (stereo not given in full)
0.634,O=c1c2sc(-c3ccccc3)cc2nc2n1CCC2
-0.603,Cc1nn(-c2ccc(F)cc2)c2sc(C(=O)N3CCCCCC3)cc12
0.393,CCOC(=O)c1ccccc1Nc1cc(C)nc2nc(C)nn12
-0.0495,CCCn1c(SCC(=O)Nc2nc3c(s2)CCCC3)nc2c1c(=O)n(C)c(=O)n2C
-0.689,Cc1ccccc1NC(=O)C(C)c1ccc(-c2ccccc2)c(F)c1 (stereo not given)
-3.18,COC(=O)c1cc(OC)c(OC)cc1NC(=O)CSc1ccccc1
-1.23,CCOC(=O)c1c(C)n(C)c2ccc(O)c(CN(CC)CC)c12

Screens deposited in PubChem by Vanderbilt High Throughput Screening Facility.

An excerpt (hit frequency here may not be typical).
